ARFGAP1 inh = rat ARFGAP1 inhibition; Arfgap1-stimulated ARF1 GTP hydrolysis, GDP FP detection; Q62848; actives 0.26% (n = 360,000); inhibition, % at 16.5 µM;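 active = inhibition above a per-plate limit, mean inhibition of low control wells plus 3 SD, cut at about 25% in these data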;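 note: 0% = DMSO wells with enzyme and 100% = wells lacking Arfgap1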
Target sequence (Q62848 1-136 limits assumed): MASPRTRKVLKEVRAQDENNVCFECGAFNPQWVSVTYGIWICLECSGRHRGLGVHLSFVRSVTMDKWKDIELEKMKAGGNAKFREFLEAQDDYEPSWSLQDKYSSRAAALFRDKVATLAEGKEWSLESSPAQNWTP
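Material – truncated rat Arfgap1 GAP domain · Buffer or medium – HEPES-based buffer, pH 7.5 · Reagent – human ARF1(Δ1-17)-GTP substrate · Dosing – 16.5 µM single point, 1.26% DMSO · Schedule – GTP hydrolysis reaction 2 h at 25 °C · Technique – GDP detection by fluorescence polarization · Benchmarks – No-Arfgap1 wells (100%) versus DMSO full-reaction wells (0%) · Repeats – single replicate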
PLCg1 inh = PLC-gamma1 (human) inhibition, primary screen | purified PLC-gamma1, fluorogenic substrate, fluorescence | AID 720700 | actives 0.84% (n = 370,000) | inhibition, % at 12.2 µM | P19174; in the data active = inhibition above about 9.5%
ASAP1 inh = inhibitors of human ASAP1 ArfGAP activity | inhibition, % at 16.5 µM | ASAP1-stimulated ARF1 GTP hydrolysis, GDP FP detection | actives 0.19% (n = 360,000) | Q9ULH1; in the data active = inhibition above about 25%;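 note: 0% = vehicle with enzyme and substrate and 100% = no enzyme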
Target sequence (Q9ULH1 325-724 limits assumed): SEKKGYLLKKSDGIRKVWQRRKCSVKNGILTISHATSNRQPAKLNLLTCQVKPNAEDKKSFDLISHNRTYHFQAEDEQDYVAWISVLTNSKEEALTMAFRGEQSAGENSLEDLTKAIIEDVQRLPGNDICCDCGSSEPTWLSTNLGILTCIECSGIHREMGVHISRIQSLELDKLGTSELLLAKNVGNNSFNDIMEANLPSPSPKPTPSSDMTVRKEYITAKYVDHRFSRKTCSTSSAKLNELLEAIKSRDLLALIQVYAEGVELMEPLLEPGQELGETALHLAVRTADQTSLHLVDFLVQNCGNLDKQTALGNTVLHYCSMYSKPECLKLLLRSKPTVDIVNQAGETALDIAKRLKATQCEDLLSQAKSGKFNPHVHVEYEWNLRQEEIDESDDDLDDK
proKLK7 act = activators of human kallikrein-7 zymogen. actives 0.9% (n = 370,000). purified proKLK7, EDANS-DABCYL substrate fluorescence; 100% is mature enzyme control, 0% vehicle. activation, % at 7 µM. P49862. AID 652039;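 active = activation above the mean of all tested compounds plus 3 SD, computed per campaign excluding outliers beyond control limits, cut at about 13% in these data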
PLCb3 inh = blocks human PLC-beta3 enzyme activity; Q01970; Purified PLC-beta3, fluorogenic substrate, fluorescence; inhibition, % at 12.2 µM; actives 0.18% (n = 370,000); in the data active = inhibition above about 11%;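 note: 0% = median of compound wells on plate and 100% = full blocker control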
Tn7 DDE FP = inhibitors of Tn7 peptide binding to human fibrin DD(E); P02675; FP displacement of FITC-Tn7 peptide from fibrin DD(E); 0% = median of compound wells per plate; inhibition, % at 8.3 µM; actives 0.13% (n = 370,000); AID 720508;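 active = inhibition above the mean of compounds falling within the control limits plus 3 SD of them, cut at about 14% in these data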;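 note: 0% = plate median of compound wells and 100% = 10 µM Aha-Tn7 peptide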
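Measure: % inhibition scaled between sample-field median and high-control FP; Test system: human fibrin DD(E); Quantity: 2 µM final DD(E) protein; Doses: one dose, 8.3 µM nominal; Schedule: compound with protein 10 min, then 3 h after probe, room temperature; Detection: fluorescence polarization; Medium: Tris buffer with calcium and detergent, pH 7.8.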
NR1D1 modulator = modulates human Rev-erb alpha binding to DNA | Rev-erbα–FITC-DNA binding, fluorescence polarization, 90 min | AID 1259318 | actives 0.79% (n = 370,000) | activity, % at 10 µM | P20393;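 active = activity above about 14%, limit read from the data; passing the limit was not always enough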;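 note: 0% = DMSO wells with 35 nM protein and 100% = DMSO wells with 750 nM protein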
HGIII-sPLA2 inh = Blocks human group III sPLA2 activity | inhibition, % at 12.2 µM | actives 0.56% (n = 370,000) | QFRET BODIPY PC-A2 liposome hydrolysis, fluorescence | AID 743126 | Q9NZ20;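 active = inhibition above mean plus 3 SD of compounds lying within the high and low control bounds, cut at about 19% in these data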;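 note: 0% = median of test compound wells and 100% = no enzyme DMSO wells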
Target sequence (Q9NZ20 whole entry, looked up): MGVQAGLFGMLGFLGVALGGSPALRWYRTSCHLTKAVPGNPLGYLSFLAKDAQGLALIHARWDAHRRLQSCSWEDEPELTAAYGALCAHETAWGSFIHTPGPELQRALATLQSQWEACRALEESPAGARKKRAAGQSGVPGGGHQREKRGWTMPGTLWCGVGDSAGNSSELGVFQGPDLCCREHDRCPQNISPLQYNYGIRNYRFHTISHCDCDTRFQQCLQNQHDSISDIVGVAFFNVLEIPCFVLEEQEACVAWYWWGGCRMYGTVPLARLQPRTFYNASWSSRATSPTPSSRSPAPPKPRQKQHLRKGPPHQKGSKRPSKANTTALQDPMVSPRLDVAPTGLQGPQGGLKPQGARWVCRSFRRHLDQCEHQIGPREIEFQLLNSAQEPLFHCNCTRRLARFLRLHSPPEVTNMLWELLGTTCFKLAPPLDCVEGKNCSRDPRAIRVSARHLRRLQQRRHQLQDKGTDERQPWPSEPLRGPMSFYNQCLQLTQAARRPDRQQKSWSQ
UHRF1 binding = human UHRF1 methylated DNA binding inhibitors; Q96T88; UHRF1 binding to methylated oligo, TR-FRET; inhibition, % at 4.4 µM; actives 0.75% (n = 370,000); AID 687016; in the data active = inhibition above about 21%;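 note: UHRF1 SRA domain binding a hemimethylated CpG hairpin DNA probe; 0% = median of test compound wells and 100% = reference inhibitor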
Tn6 DDE FP = inhibitors of Tn6 peptide binding to human fibrin DD(E); Fibrin DD(E) TRITC-Tn6 fluorescence polarization displacement; AID 720509; inhibition, % at 8.3 µM; actives 0.21% (n = 370,000);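 active = inhibition above a per-campaign cutoff: mean of compounds within control limits plus 3 SD, cut at about 15% in these data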;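 note: 0% = median of all compound wells on the plate and 100% = blocking peptide control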
Numbers without * were called inactive; · = no result given.

SMILES	ARFGAP1 inh	PLCg1 inh	ASAP1 inh	proKLK7 act	PLCb3 inh	Tn7 DDE FP	NR1D1 modulator	HGIII-sPLA2 inh	UHRF1 binding	Tn6 DDE FP
CC1(C(=O)O)CCCN(C(=O)c2cc3ccccc3s2)C1 (stereo unspecified)	10	-3	2	0.7	-1	-1	2	0	1	-4
CCC(C)(C)NC(=O)C(c1ccc(C)cc1)N(Cc1ccco1)C(=O)Cn1nnc2ccccc21 (stereo unspecified)	4	5	7	-0.4	2	2	-3	-3	4	-1
CCCn1nc(NC(=O)c2cccs2)c2cc3ccccc3nc21	8	-219	10	1.3	-295	-7	4	-2	-4	-7
CCN(Cc1nc2ccccc2c(=O)[nH]1)C(=O)c1ccc(C)c(NC(=O)c2ccco2)c1	10	-4	-14	-0.2	-6	-1	-4	-6	-2	3
CC(C)C(=O)Nc1cccc(C(=O)Nc2nnc(C(C)C)s2)c1	-5	-1	-1	-0.3	-4	-1	2	-2	1	9
COc1ccc(S(=O)(=O)CCC(=O)N(C)c2ccc(OC)cc2OC)cc1	6	4	5	-0.6	3	-8	3	2	-2	2
Cc1cc(=O)n2c3ccccc3n(CC(O)CN3CCN(CCO)CC3)c2c1C#N (stereo unspecified)	2	-9	14	1.3	-21	4	3	4	1	0
COc1ccc(CNC(=O)N2CCN(C(=O)c3ccccc3)CC2)cc1	-11	4	-9	0.0	-6	-6	2	7	0	-1
Cn1cc(-c2ccc3c(c2)OCO3)c2ccccc21	-1	-21	-6	-1.2	-30	-6	-6	3	0	-3
CCC(C)(C)NC(=O)C(c1ccc(OC)cc1)N(C(=O)CCC(=O)Nc1cc(C)on1)c1ccc(OC)c(OC)c1 (stereo unspecified)	-5	4	-9	0.2	-1	0	3	-5	1	5
CC(=O)N1CCN(C(=O)C(Cc2ccccc2)NC(=O)c2ccccc2)CC1 (stereo unspecified)	7	-2	-4	0.3	-6	6	3	6	0	-5
CC(NC(=O)CNC(=O)c1ccco1)c1ccccc1 (stereo unspecified)	10	-2	-13	-0.3	-6	-1	-1	5	2	3
COc1c(O)cccc1[C@@H](O)C1CCN(CCc2ccc(F)cc2)CC1	-4	-11	-9	0.0	-5	7	19*	-17	1	-4
O=C(OCc1ccccn1)c1ccc(COc2ccc3ccccc3c2)o1	5	-1	3	-0.1	-12	-2	3	-23	4	0
Cc1ccc(N(CC(=O)NCc2ccc3c(c2)OCO3)S(C)(=O)=O)cc1	4	0	-12	-0.3	0	-4	3	1	0	5
O=C(CCc1nnc2n(Cc3ccc(F)cc3)c(=O)c3ccccc3n12)NCCN1CCOCC1	-13	-1	-12	0.0	-6	8	1	10	3	14
COc1ccc(-c2cc(C)no2)cc1S(=O)(=O)N(C)Cc1ccco1	4	0	5	-0.6	-12	8	3	-2	3	-13
CSc1ncc(C(=O)Nc2ccc(C)cc2C)c(C)n1	7	-1	-12	-0.1	-8	-3	0	3	1	-8
C[C@H](N=C1NS(=O)(=O)c2ccccc21)C(=O)OCc1cc([N+](=O)[O-])cc2c1OCOC2	-9	2	1	-0.3	-3	2	-1	-4	0	5
O=C1OCCN1N=Cc1ccco1	3	0	9	1.5	1	-5	7	0	-2	-3
Oc1[nH]c2ccccc2c1/C=N/N1CCCCC1	6	-3	5	0.0	-2	-9	-6	6	-4	4
CCOC(=O)C1=NOC(C(C)=O)(C(=O)N2CCOCC2)C1 (stereo unspecified)	·	2	·	0.4	-3	4	0	15	2	-1
CC1(C)CC(NC(=O)c2ccncc2)CC(C)(C)N1O	3	11*	4	0.0	1	-3	-1	3	1	3
C#CC1(O)CCC2C3CCC4=C(CCC(=O)C4)C3CCC21C (stereo unspecified)	3	-4	-1	0.1	-3	7	-1	-3	0	-4

Some of the entries above in a different format:
SMILES: COc1ccc(S(=O)(=O)CCC(=O)N(C)c2ccc(OC)cc2OC)cc1
  ARFGAP1 inh: 6
  PLCg1 inh: 4
  ASAP1 inh: 5
  proKLK7 act: -0.6
  PLCb3 inh: 3
  Tn7 DDE FP: -8
  NR1D1 modulator: 3
  HGIII-sPLA2 inh: 2
  UHRF1 binding: -2
  Tn6 DDE FP: 2
SMILES: C[C@H](N=C1NS(=O)(=O)c2ccccc21)C(=O)OCc1cc([N+](=O)[O-])cc2c1OCOC2
  ARFGAP1 inh: -9
  PLCg1 inh: 2
  ASAP1 inh: 1
  proKLK7 act: -0.3
  PLCb3 inh: -3
  Tn7 DDE FP: 2
  NR1D1 modulator: -1
  HGIII-sPLA2 inh: -4
  UHRF1 binding: 0
  Tn6 DDE FP: 5
SMILES: CCN(Cc1nc2ccccc2c(=O)[nH]1)C(=O)c1ccc(C)c(NC(=O)c2ccco2)c1
  ARFGAP1 inh: 10
  PLCg1 inh: -4
  ASAP1 inh: -14
  proKLK7 act: -0.2
  PLCb3 inh: -6
  Tn7 DDE FP: -1
  NR1D1 modulator: -4
  HGIII-sPLA2 inh: -6
  UHRF1 binding: -2
  Tn6 DDE FP: 3

The results go on.
SMILES	ARFGAP1 inh	PLCg1 inh	ASAP1 inh	proKLK7 act	PLCb3 inh	Tn7 DDE FP	NR1D1 modulator	HGIII-sPLA2 inh	UHRF1 binding	Tn6 DDE FP
Cc1ccc(C)c(NC(=O)C(=O)NCC2CCCN2S(=O)(=O)c2cccs2)c1 (stereo unspecified)	6	-2	8	-0.3	-9	0	0	9	3	-1
COCCNC(=S)NN=C1CCC(c2ccccc2)CC1 (stereo unspecified)	3	1	20	-0.1	-3	-1	-10	1	-1	-1
CC(=O)c1c(C)[nH]c(C(=O)NCCC2=CCCCC2)c1C	-4	-2	1	-0.2	-3	3	3	1	-2	-1
CCc1cc(C(=O)c2ccc(OC)cc2)c(NC(=O)CN2CCCCC2)s1	1	-1	-32	0.3	-4	4	5	-2	1	12
CCc1sc(C(=O)NCc2ccccc2)cc1C	0	1	0	0.4	-5	-1	-4	-3	1	4
O=C(Cc1ccccc1[N+](=O)[O-])c1ccc2c(c1)OCO2	14	4	-8	-0.3	0	-2	7	-11	0	-4
OCCNCCOc1ccc(Cl)c(Cl)c1	-8	0	-8	0.2	1	5	-2	-2	0	2
Cc1cccc(-n2c(SCC(=O)NCc3ccco3)nnc2-c2ccco2)c1	6	-1	-4	0.4	-3	-1	-2	3	0	-1
COc1ccc(-n2c(SCC(=O)Nc3cccc4ccccc34)nc(O)cc2=O)cc1	2	0	6	0.5	0	-4	3	-5	0	-3
CCOc1ccc(N2CC(C(=O)Nc3cccc(S(=O)(=O)NC4=NCCC4)c3)CC2=O)cc1 (stereo unspecified)	-1	1	0	-0.2	-5	1	-8	-6	-1	1
CC(=O)Nc1ccc(S(=O)(=O)NCCC(=O)NCCc2ccc(F)cc2)cc1	-5	2	10	-0.2	1	4	2	-2	-1	-11
CCCCSc1nnc(-c2ccc(C)cc2)n1C	2	4	-12	-0.1	2	-6	·	-2	-3	2
Cn1c(CNC(=O)c2ccc(Cl)cc2)nnc1SCC(=O)N1CCOCC1	-3	-3	4	0.5	-3	-4	-3	0	-2	-9
CC(C)Cn1c(CN2C(=O)c3ccccc3C2=O)nc2ccccc2c1=O	7	-1	13	-0.1	2	1	10	2	0	-2
CCSc1nc2ccccc2n1CC(=O)N1CCOCC1	1	-4	3	0.6	4	4	2	7	0	7
CC1(C)CC(=O)N(c2ccc(C#N)cc2)C(=O)C1	-5	4	8	-0.3	-2	2	-1	2	-2	9
CNC(=O)CSCCn1c(SCC(=O)NC)nc2ccccc2c1=O	-10	3	7	0.3	2	1	-1	-1	-1	-4
COc1ccc(C(=O)NCCSc2ccccc2)cc1	5	-2	-4	-0.9	3	1	-5	0	0	7
CC(NC(=O)c1cccs1)c1ccc(Br)cc1 (stereo unspecified)	7	0	23	0.4	-7	-4	2	13	4	-7
CN(C)CCCNCC(=O)NN(c1ccccc1)c1ccccc1	15	4	-8	-0.1	-4	-4	4	0	4	-4
COc1cccc(/C=N/NC(=O)Cn2cnc3c2c(=O)n(C)c(=O)n3C)c1OC	-3	-29	-16	0.7	-30	-1	-4	-8	0	6
CC1CCCC(C)N1S(=O)(=O)c1ccc(Cl)cc1 (stereo unspecified)	-11	-4	-15	0.2	-3	7	1	-3	1	3
Cc1c(Cl)cccc1NC(=O)CCC(=O)NNC(=O)CCC(=O)O	-6	3	1	0.0	2	6	-6	3	1	1
O=c1c2ccccc2nc(/C=C/c2ccccc2)n1CCCO	1	-9	6	1.1	-21	2	13	-1	-1	-1
C/C(N)=C(/C#N)C(=O)CSc1nn(-c2ccc(Cl)cc2)c(=S)s1	-1	3	7	1.4	5	-6	-5	-30	-2	-10
C[C@@H]1CN([C@H](C)CO)C(=O)c2cc(Br)cnc2O[C@@H]1CN(C)Cc1ccc(F)cc1	8	-3	4	-0.9	0	-1	3	17	6	-4
O=C(CCc1c[nH]c2ccccc12)NCC1COc2ccccc2O1 (stereo unspecified)	3	0	-4	0.2	4	-4	-3	-30	1	-8
Cc1c(/C(O)=C2/C(=O)C(=O)N(CCN(C)C)C2c2ccc(C(C)C)cc2)cnn1-c1ccccc1 (stereo unspecified)	2	-1	9	0.6	-10	6	-7	0	0	-4
CCCn1ncc(CN2CCC(Oc3ccc(C(=O)N4CCCC4)cc3)CC2)c1C	-1	1	-3	-0.7	0	4	3	8	0	-5
CCC[n+]1cn(/C(C(=S)Nc2cccc(Cl)c2C)=C(/[O-])c2ccc(OC)c(OC)c2)c2ccccc21	-9	2	-11	-0.5	2	8	-2	6	-3	3
COc1ccc(C2=NS(=O)(=O)N(C)C(C(=O)NCc3ccccc3)=C2)cc1OC	3	-29	7	0.8	-37	-2	4	-5	-2	-1
CCCc1nc2ccccc2c(=O)n1-c1ccc(C(=O)OCC)cc1	13	0	10	-0.3	-4	-1	-7	2	1	-1
O=C(CC1(O)C(=O)Nc2ccccc21)c1ccc(-n2cnnn2)cc1 (stereo unspecified)	2	-1	-7	0.5	-11	-2	-4	2	-3	-4
Cc1ccnc(NC(=O)CNC(=O)c2cccs2)c1	0	6	2	-0.1	-4	6	-5	6	0	-1
O=C(CCS(=O)(=O)c1ccccc1)NCCS(=O)(=O)c1ccccc1	-1	-3	4	0.7	4	2	11	-2	1	4
COc1ccc(CN/C(C)=C(/C#N)C(N)=O)cc1OC	3	1	5	0.7	-2	0	-6	0	1	5
Cc1ccc2cn[nH]c2c1NC(N)=S	2	2	-12	0.1	0	4	-7	11	3	2
CC(C)C[C@H](N)c1nnc(SCc2ccc(Cl)cc2)o1	3	-1	1	0.2	-9	-5	2	3	-2	-2
COc1ccc(/C=C2/SC(=O)N(CC(O)Cn3c4ccccc4c4ccccc43)C2=O)cc1 (stereo unspecified)	16	-11	19	-1.6	-15	-1	-1	-4	0	0
Nc1nc(SCc2cccc([N+](=O)[O-])c2)n[nH]1	14	-1	0	-0.4	-7	4	1	7	1	4
CC1(c2ccccc2)NC(=O)N(NC(=O)CSc2n[nH]c(N)n2)C1=O (stereo unspecified)	-1	2	-10	0.2	-3	-5	-2	3	1	-11
CC/C(C)=N/Nc1nc2c(c(=O)[nH]c(=O)n2C)n1CCc1ccccc1	3	-147	7	-23	-178	2	-1	2	-4	4

Bioassay records (PubChem BioAssay)
